All columns: NCI-60 one-dose screen, growth in % after 48 h at 10 µM unless noted; 100 = growth as untreated, 0 = no growth, -100 = all killed.
SN12C – SN12C renal cancer cells; AID 1794767; 81,000 tested, 3.8% active
UO-31 – UO-31 renal cancer | 81,000 tested, 5.2% active
SF-539 – SF-539 CNS cancer. AID 1794752. 81,000 tested, 6.8% active
TK-10 – TK-10 renal cancer cells; 81,000 tested, 3.9% active; AID 1794769
PC-3 – PC-3 prostate cancer cells; 80,000 tested, 3.9% active; AID 1794754
SF-295 – SF-295 CNS cancer cells; 79,000 tested, 5.6% active
786-0 – 786-0 renal cancer cells | 81,000 tested, 5.1% active | AID 1794775
U251 – U251 CNS tumor cells | 80,000 tested, 5.4% active | AID 1794753
DU-145 – DU-145 prostate cancer; 81,000 tested, 4.2% active; AID 1794760
* = called active by the depositor; / = no result given; [ ] = remark or other dose. The calls were made as follows: active = growth percent below 10; inactive = the rest.

nr	canonical_smiles	SF-295	786-0	TK-10	DU-145	UO-31	PC-3	U251	SF-539	SN12C
1	COc1cc(/C=C/C(=O)c2cnn(-c3cc(=O)[nH]c4ccc(C)cc34)c2C)cc(OC)c1OC	13	-27*	38	-55*	-46*	6.0*	-85*	-29*	10
2	CCCCN1c2nc3ccccc3cc2Sc2cc3ccccc3nc21	768	98	108	/	22	79	109	100	102
3	Cc1nnc2c3nncn3c3ccccc3n12	98	100	96	116	76	92	96	101	101
4	C#Cc1cccc(Oc2ccc(NC(=O)CCl)cc2)c1	85[8.25 µM]	75[8.25 µM]	93[8.25 µM]	72[8.25 µM]	53[8.25 µM]	62[8.25 µM]	33[8.25 µM]	47[8.25 µM]	38[8.25 µM]
5	C=C(C)C[C@@]1(C)CC2[C@@]3(C)CC[C@H](O)C(C)(C)C3CC[C@@]2(C)[C@H](C(=O)OC)C1=O (stereo partly drawn)	106	99	107	104	93	78	99	99	97
6	Cc1cc(C(=O)c2ccccc2)c(C)c2c1[nH]c1ccc(Cl)cc12	6.9*	24	94	1.9*	25	24	21	-15*	22
7	C/C=C/CSC(C)(C)C(=O)NC	106	108	103	103	94	93	104	100	106
8	O=C(/C=C/c1ccco1)c1ccc(NC(=O)c2ccccc2CN2C(=O)c3ccccc3C2=O)cc1	105	99	122	95	76	95	95	96	92
9	C[C@@]1(CCO)C[C@H]1/C=C/c1ccccc1	100	96	97	111	97	95	112	104	/
10	CCOC(=O)C1=C(C(C)=O)C(c2ccc([N+](=O)[O-])cc2)C(C(C)=O)=C(C(=O)OCC)N1	96	97	113	105	/	97	99	101	97
11	CC(C)(C)OC(=O)N1CCc2c(sc3ncnc(N/N=C/c4ccccc4Br)c23)C1	89	69	80	92	33	48	75	81	79
12	COc1ccc(/C=C/C(=O)c2ccc(NC(=O)CSc3nnc(-c4ccc(OC)cc4)o3)cc2)cc1	100	96	98	99	78	71	74	97	94
13	C/C(=C(/c1ccc(Cl)cc1)c1ccc(OCCN2CCOCC2)cc1)c1ccccc1	94	98	106	101	69	91	101	103	90
14	O=C(N=Nc1c(O)[nH]c2ccc(OC(F)(F)F)cc12)c1cc2ccccc2[nH]1	104	107	114	104	81	100	105	103	99
15	CC(=O)CC(=O)Nc1ccc(C)cc1	98	104	112	131	88	96	102	106	98
16	c1csc(-c2cn3ccnc3c(-c3cccs3)n2)c1	102	104	104	103	90	96	102	95	134
17	COc1ccc(N=Nc2c(-c3ccc(Cl)cc3)n[nH]c2C(F)(F)F)cc1	104	109	119	109	81	96	100	100	103
18	Cc1ccc(C(=O)/C(=N/O)S(=O)(=O)c2ccccc2)cc1	103	96	90	/	97	107	95	111	103
19	COc1cc(-c2csc(NC(=O)c3cc(-n4cnc(C)c4)cc(C(F)(F)F)c3)n2)cc(OC)c1OC	58	60	86	56	30	37	57	91	44
20	COc1ccc(-c2cc(C(=O)OCc3ccc(Br)cc3)nn2-c2ccc(S(C)(=O)=O)cc2)cc1	95	96	116	96	58	73	90	90	92
21	CC1(C)CC(=O)NC1=O	108	98	92	109	87	104	101	93	101
22	Clc1ccc(Nc2nc(Cl)nc(NC3CCCC3)n2)cc1	94	99	144	113	65	93	83	100	96
23	COc1cc(/C=C/C(C)=O)ccc1OCc1ccc(C(C)(C)C)cc1	86	89	106	85	61	74	86	66	83
24	CC1(C)CCC(=O)c2ccccc21	123	101	104	114	89	91	105	104	101
25	C(=N\OCCc1ccccc1)/c1ccncc1	100	109	110	102	88	97	97	106	105
26	O=c1oc2cc(O)ccc2cc1-c1cc2ccc(O)cc2oc1=O	109	108	103	113	/	89	101	97	101
27	O=S(=O)(O)C(O)CC=C(C(O)S(=O)(=O)O)C(O)S(=O)(=O)O (stereo not drawn)	102	104	85	103	87	89	89	103	95
28	N#CC1(Nc2ccc(-c3ccc(Cl)cc3)cc2)CCCC1	96	93	95	113	59	102	103	95	90
29	CCc1oc2ccccc2c1C(=O)c1cc(Br)c(O)c(Br)c1	53	68	125	/	84	66	/	66	78
30	CCOC(=O)C[C@@H]1C(=O)N2CC[C@]3(C(=O)Nc4ccccc43)[C@H]2C[C@@H]1C(=O)OCC	103	101	101	103	88	94	107	101	101
31	COc1ccc2[nH]cc(-c3nc(N)nnc3-c3cn(C)c4ncc(Br)cc34)c2c1	17	13	11	11	3.1*	11	5.4*	-3.3*	18
32	O=C=Nc1ccccc1[N+](=O)[O-]	117	108	124	107	92	152	106	98	115
33	CC(CO)CC(C)(C)C (stereo not drawn)	113	104	109	115	95	99	113	105	97
34	O=c1[nH]c2ccc(Oc3ncccn3)cc2c(=O)n1Cc1cccc(NC(=S)Nc2ccc(F)cc2)c1	95	78	89	103	93	80	90	87	95
35	O=C(N/N=C1\c2ccccc2-c2cccc(C(=O)O)c21)c1ccc(O)cc1	102	98	98	101	80	92	101	98	91
36	CCCCCCCCCCCCCCCCCc1nc(-c2cc(OC)c(OC)c(OC)c2)no1	109	103	103	109	94	97	102	101	95
37	CCCCC(CO)ON=C(C)C (stereo not drawn)	98	99	105	112	95	92	96	94	99
38	Cc1c(-c2csc3nnc(-c4ccccc4)n23)no[n+]1[O-]	102	104	103	110	69	98	99	96	99
39	C=C1C(=O)O[C@H]2[C@H]1CC/C(C=Nc1ccc(OC)c(C(N)=O)c1O)=C\CC[C@@]1(C)O[C@@H]21	105	70	76	75	58	93	89	91	91
40	O=C1CCCN1Cc1ccccc1	100	87	99	113	86	97	100	103	98

As a working copy, part of the list above:
nr	canonical_smiles	SF-295	786-0	TK-10	DU-145	UO-31	PC-3	U251	SF-539	SN12C
18	Cc1ccc(C(=O)/C(=N/O)S(=O)(=O)c2ccccc2)cc1	103	96	90	/	97	107	95	111	103
19	COc1cc(-c2csc(NC(=O)c3cc(-n4cnc(C)c4)cc(C(F)(F)F)c3)n2)cc(OC)c1OC	58	60	86	56	30	37	57	91	44
20	COc1ccc(-c2cc(C(=O)OCc3ccc(Br)cc3)nn2-c2ccc(S(C)(=O)=O)cc2)cc1	95	96	116	96	58	73	90	90	92
21	CC1(C)CC(=O)NC1=O	108	98	92	109	87	104	101	93	101
22	Clc1ccc(Nc2nc(Cl)nc(NC3CCCC3)n2)cc1	94	99	144	113	65	93	83	100	96
23	COc1cc(/C=C/C(C)=O)ccc1OCc1ccc(C(C)(C)C)cc1	86	89	106	85	61	74	86	66	83
24	CC1(C)CCC(=O)c2ccccc21	123	101	104	114	89	91	105	104	101
25	C(=N\OCCc1ccccc1)/c1ccncc1	100	109	110	102	88	97	97	106	105
26	O=c1oc2cc(O)ccc2cc1-c1cc2ccc(O)cc2oc1=O	109	108	103	113	/	89	101	97	101
27	O=S(=O)(O)C(O)CC=C(C(O)S(=O)(=O)O)C(O)S(=O)(=O)O (stereo not drawn)	102	104	85	103	87	89	89	103	95
28	N#CC1(Nc2ccc(-c3ccc(Cl)cc3)cc2)CCCC1	96	93	95	113	59	102	103	95	90
29	CCc1oc2ccccc2c1C(=O)c1cc(Br)c(O)c(Br)c1	53	68	125	/	84	66	/	66	78
30	CCOC(=O)C[C@@H]1C(=O)N2CC[C@]3(C(=O)Nc4ccccc43)[C@H]2C[C@@H]1C(=O)OCC	103	101	101	103	88	94	107	101	101
31	COc1ccc2[nH]cc(-c3nc(N)nnc3-c3cn(C)c4ncc(Br)cc34)c2c1	17	13	11	11	3.1*	11	5.4*	-3.3*	18
32	O=C=Nc1ccccc1[N+](=O)[O-]	117	108	124	107	92	152	106	98	115
33	CC(CO)CC(C)(C)C (stereo not drawn)	113	104	109	115	95	99	113	105	97

Screens (PubChem)
